# Assay outcomes as filed in PubChem BioAssay.
# ABCB1 block: human ABCB1 inhibition, ABCG2 as counter-screen; P08183; CCRF-Adr cells, JC-1 efflux, flow cytometry; inhibition, % at 6.6 µM; hit rate 0.067% among 190,000; in the data active means inhibition above about 40%;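 further: 0% = vehicle and 100% = reference inhibitor; higher value means more JC-1 retained so stronger ABCB1 efflux block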
# Target sequence (P08183 whole entry, looked up): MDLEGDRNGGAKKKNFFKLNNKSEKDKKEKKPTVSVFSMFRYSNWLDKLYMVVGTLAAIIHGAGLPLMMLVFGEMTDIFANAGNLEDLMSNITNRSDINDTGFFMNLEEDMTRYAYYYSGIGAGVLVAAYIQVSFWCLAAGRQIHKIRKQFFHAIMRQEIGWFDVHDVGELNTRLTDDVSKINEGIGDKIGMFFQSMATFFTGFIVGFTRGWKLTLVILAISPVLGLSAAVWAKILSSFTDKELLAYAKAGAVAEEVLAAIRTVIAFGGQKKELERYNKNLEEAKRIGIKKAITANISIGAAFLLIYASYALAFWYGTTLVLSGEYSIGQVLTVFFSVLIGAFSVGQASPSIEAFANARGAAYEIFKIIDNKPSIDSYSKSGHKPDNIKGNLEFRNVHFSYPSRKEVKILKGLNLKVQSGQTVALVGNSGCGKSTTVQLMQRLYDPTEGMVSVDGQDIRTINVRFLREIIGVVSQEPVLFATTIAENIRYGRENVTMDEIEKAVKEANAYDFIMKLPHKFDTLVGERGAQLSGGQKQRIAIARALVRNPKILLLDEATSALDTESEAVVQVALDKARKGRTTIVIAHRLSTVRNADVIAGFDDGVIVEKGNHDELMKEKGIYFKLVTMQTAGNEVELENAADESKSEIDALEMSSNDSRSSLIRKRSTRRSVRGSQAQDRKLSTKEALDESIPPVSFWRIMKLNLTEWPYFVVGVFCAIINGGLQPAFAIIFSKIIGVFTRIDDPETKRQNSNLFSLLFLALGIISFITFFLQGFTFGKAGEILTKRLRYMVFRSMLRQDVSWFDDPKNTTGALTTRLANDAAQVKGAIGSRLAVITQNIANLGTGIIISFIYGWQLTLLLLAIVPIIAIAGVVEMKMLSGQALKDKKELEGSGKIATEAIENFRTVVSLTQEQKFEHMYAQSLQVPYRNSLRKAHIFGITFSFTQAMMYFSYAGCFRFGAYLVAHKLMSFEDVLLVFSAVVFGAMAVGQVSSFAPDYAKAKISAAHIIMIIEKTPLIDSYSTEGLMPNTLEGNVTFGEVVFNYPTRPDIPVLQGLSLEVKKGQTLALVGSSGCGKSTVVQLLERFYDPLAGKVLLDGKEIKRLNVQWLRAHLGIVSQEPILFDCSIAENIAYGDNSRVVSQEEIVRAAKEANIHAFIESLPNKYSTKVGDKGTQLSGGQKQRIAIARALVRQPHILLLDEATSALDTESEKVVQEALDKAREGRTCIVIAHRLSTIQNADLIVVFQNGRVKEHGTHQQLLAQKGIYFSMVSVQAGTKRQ
# Pf gamet viab: kills late stage P. falciparum gametocytes; P. falciparum stage V gametocytes, ATP luminescence, 24 h; AID 743093; inhibition, % at 10.9 µM; hit rate 0.065% among 150,000;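 active means inhibition above the mean plus 3 SD of compounds within the control limits, set per campaign, cut at about 38% in these data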;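 further: 0% = DMSO wells and 100% = medium only without gametocytes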
# Mcl1 Noxa PPI: disrupts binding of human Mcl-1 to Noxa peptide; Q07820; TR-FRET Mcl-1/Noxa peptide binding, 2 h; inhibition, % at 21.7 µM; hit rate 1.5% among 220,000; AID 1022;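 active means compounds that cut the protein-peptide binding signal by more than 50% relative to plate controls in a single-dose test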;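 further: His-tagged Mcl-1 with rhodamine Noxa BH3 peptide and terbium anti-His antibody; 0% = Mcl-1 plus Noxa peptide wells and 100% = peptide-only wells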
# RGS7-Gao: regulators of human RGS7-Galphao interaction. Multiplexed bead flow cytometry, RGS7-Galphao binding; actives lie on both sides. hit rate 0.35% among 220,000. binding response (% of control), % at 10 µM. P09471; in the data active means binding response below about 49% or above about 150%; inconclusive means no clear call, values can overlap the other calls; inactive means in between;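 further: fluorescent Galphao held in activated GDP-AlF4 state binding bead-coupled RGS7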
# GSH bead fluor: GSH bead compound fluorescence profile; hit rate 0.25% among 190,000; fluorescence (KMESF) at 10 µM; GSH beads flow cytometry, compound fluorescence 488/530 nm; stronger effect = higher value; in the data active means fluorescence above about 89;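 further: glutathione beads carrying GST-tagged Bcl family fusion proteins plus one bare bead set; values are compound well signal with DMSO vehicle wells as background; inactives centre near 16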
# Avidin fluor: avidin bead compound fluorescence profile; Avidin beads, compound fluorescence 488/530 nm, flow cytometry; stronger effect = higher value; hit rate 0.38% among 220,000; fluorescence (KMESF) at 10 µM; in the data active means fluorescence above about 47; further: inactives centre near 10
# Mcl-1 Bim block: inhibitors of Bim-Mcl-1 interaction, human | inhibition, % at 10 µM | Bead-based flow cytometry, Bim peptide-Mcl-1 binding | AID 1009 | Q07820 | hit rate 0.1% among 190,000; in the data active means inhibition above about 40%;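 further: 0% = no compound tracer wells and 100% = peptide blocker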
# ABCG2 block: blocks JC-1 efflux by human ABCG2 transporter; inhibition, % at 6.6 µM; AID 1325; IgMXP3 cells, flow cytometry; hit rate 0.1% among 190,000; Q9UNQ0;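 active means inhibition above 80%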;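 further: 0% = DMSO and 100% = nicardipine control wells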
#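 Measure – % inhibition of efflux relative to nicardipine and DMSO · Test system – ABCG2 IgMXP3 and barcoded ABCB1 CCRF-Adr cell mix · Control set – nicardipine as high control, DMSO as low control · Compound – one concentration, 6.6 µM final · Signal – flow cytometry of retained JC-1 fluorescence · Timing – 10 min exposure at 25 °C with rotation, no wash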
# RGS8-Gao reg: modulates binding of RGS8 to human Galphao. multiplexed bead flow cytometry; actives lie on both sides. response (percent of control binding), % at 10 µM. hit rate 0.34% among 220,000; in the data active means response below about 60% or above about 140%; inactive means in between;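 further: Galphao activated as the GDP aluminium fluoride complex binding bead-coupled RGS8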
# Mcl1 Bid PPI: Mcl-1/Bid interaction inhibition. Q07820. TR-FRET Mcl-1/Bid-Dy647 peptide binding, 1536-well. inhibition, % at 21.7 µM. hit rate 0.97% among 220,000. AID 1021;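 active means compounds that cut the binding signal by more than half at the single screening dose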;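 further: His-tagged Mcl-1 with europium anti-His antibody binding Bid BH3 peptide; 0% = Mcl-1 plus peptide wells and 100% = peptide-only wells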
# RGS4-Gao reg: modulates binding of RGS4 to human Galphao | Multiplexed bead flow cytometry; actives lie on both sides | binding response (% of control), % at 10 µM | hit rate 0.33% among 220,000; in the data active means binding response below about 49% or above about 150%; inactive means in between;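 further: fluorescent Galphao activated with aluminum fluoride binding bead-coupled RGS4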
# An asterisk follows results filed as active; ? = inconclusive; . = not tested or not shown.
structure	ABCB1 block	Pf gamet viab	Mcl1 Noxa PPI	RGS7-Gao	GSH bead fluor	Avidin fluor	Mcl-1 Bim block	ABCG2 block	RGS8-Gao reg	Mcl1 Bid PPI	RGS4-Gao reg
CCCCNC(=O)O/N=C(\N)CS(=O)(=O)C(C)(C)C	.	19	-9	?	.	6	.	.	96	-8	84
CN(C)S(=O)(=O)c1ccc2c(c1)c(=O)c(C(=O)N1CCN(c3ccccn3)CC1)cn2C	0.4	.	14	101	22	7	1	1	99	-27	100
CCOc1ccc(C(O)Cn2c(=N)n(CCN3CCCCC3)c3ccccc32)cc1 (stereo not given)	0.0	.	19	103	27	4	3	1	100	-17	107
COc1cccc(OCc2nnc(SCC(=O)OC3CCCCC3)n2C)c1	-0.4	-14	13	86	32	3	4	-2	85	-20	85
CCOc1ccc(NC(=O)CN2C(=O)C3CC=CCC3C2=O)cc1 (stereo not given)	-0.9	-8	7	95	14	8	0	45	102	-26	100
CC(=O)C(C(C)=O)C(NC(=O)c1cccnc1)(C(F)(F)F)C(F)(F)F	-2.5	-25	3	95	23	15	1	0	86	-8	99
COc1ccc(NC(=S)N(CCc2c(C)[nH]c3ccc(C)cc23)Cc2cccnc2)cc1	3.4	.	-16	.	18	.	0	7	.	-23	.
COc1ccccc1N(CC(O)CN1C(=O)NC(C)(C)C1=O)S(=O)(=O)c1ccc(C)cc1 (stereo not given)	0.5	-9	15	88	15	7	1	1	98	9	97
COc1ccc2oc(=O)c(C(=O)NCC3CCCO3)cc2c1 (stereo not given)	0.8	5	-7	93	25	12	0	6	99	-9	99
CCC(C(=O)Nc1cc(Cl)c(OC)cc1OC)c1ccccc1 (stereo not given)	1.1	3	4	?	15	9	0	11	100	-20	104
COc1ccc(C)cc1-n1c(=O)c2ccccc2c2ccccc2c1=O	0.9	-9	17	101	6	10	16	5	98	14	103
COc1nc(NC(C)(C)C)nc(Oc2ccc(=O)n(-c3ccccc3)n2)n1	0.3	-8	-4	101	8	11	0	1	103	-21	102
COc1cc2c(cc1OC)-c1cc(NC3CCCCCCC3)nc(=O)n1CC2	.	.	18	102	11	5	15	.	102	100*	101
CS(=O)(=O)c1ccccc1C(=O)N1CCN(Cc2ccccc2)CC1	0.5	.	-7	106	8	18	0	2	123	-24	108
COc1cccc(CN2CCNC(=O)C2CC(=O)N2CCCCO2)c1OC (stereo not given)	0.8	11	13	101	22	10	0	1	103	-49	100
Cn1c(NC2CCCCC2)c(N=O)c(=O)n(C)c1=O	-0.1	-26	5	101	23	9	-2	3	103	-45	101
c1ccc(-c2ncnc3nc4n(c23)CCC4)cc1	0.2	-39	13	95	29	11	0	5	101	-15	93
CCCn1c(N2CCN(C)CC2)nc2c1c(=O)[nH]c(=O)n2C	1.2	0	4	101	19	11	3	2	102	-14	106
COc1cccc(NC(=O)NCCCN2CCN(c3ccc(F)cc3)CC2)c1	0.8	-31	50	98	23	10	0	3	102	-40	102
Cc1nn(C)c(Cl)c1NC(=O)OCc1ccc(Cl)cc1Cl	0.5	11	5	96	16	14	0	3	101	-5	98
CNC(=S)N(CCc1ccc(OC)c(OC)c1)Cc1cc2c(C)cc(C)cc2[nH]c1=O	0.0	11	-9	107	5	13	6	0	101	-46	101
Cc1cc(Cl)ccc1OCC(=O)N1CC(C)CC(C)C1 (stereo not given)	0.4	.	2	100	27	13	-9	11	101	-85	100
COc1ccc(OC)c(-n2cnc3cc(C(=O)NCCCN4CCOCC4)ccc32)c1	-0.1	.	-12	105	17	27	11	0	111	-27	103
COc1ccc(/C=C2\C(=O)ON=C2c2cccc([N+](=O)[O-])c2)cc1	0.5	.	47	86	13	7	-2	-1	79	-68	92

# Record cards, as listed above. Screens in order: ABCB1 block | Pf gamet viab | Mcl1 Noxa PPI | RGS7-Gao | GSH bead fluor | Avidin fluor | Mcl-1 Bim block | ABCG2 block | RGS8-Gao reg | Mcl1 Bid PPI | RGS4-Gao reg
# `COc1ccc2oc(=O)c(C(=O)NCC3CCCO3)cc2c1` (stereo not given) across the screens: 0.8 | 5 | -7 | 93 | 25 | 12 | 0 | 6 | 99 | -9 | 99
# `COc1cccc(NC(=O)NCCCN2CCN(c3ccc(F)cc3)CC2)c1` across the screens: 0.8 | -31 | 50 | 98 | 23 | 10 | 0 | 3 | 102 | -40 | 102
# `CS(=O)(=O)c1ccccc1C(=O)N1CCN(Cc2ccccc2)CC1` across the screens: 0.5 | . | -7 | 106 | 8 | 18 | 0 | 2 | 123 | -24 | 108
# `COc1ccccc1N(CC(O)CN1C(=O)NC(C)(C)C1=O)S(=O)(=O)c1ccc(C)cc1` (stereo not given) across the screens: 0.5 | -9 | 15 | 88 | 15 | 7 | 1 | 1 | 98 | 9 | 97
# `COc1cc2c(cc1OC)-c1cc(NC3CCCCCCC3)nc(=O)n1CC2` across the screens: . | . | 18 | 102 | 11 | 5 | 15 | . | 102 | 100* | 101

# More compounds follow:
Compound	ABCB1 block	Pf gamet viab	Mcl1 Noxa PPI	RGS7-Gao	GSH bead fluor	Avidin fluor	Mcl-1 Bim block	ABCG2 block	RGS8-Gao reg	Mcl1 Bid PPI	RGS4-Gao reg
CCOC1=C/C(=C/c2c(N)n3nc(-c4ccccc4)sc3nc2=O)C=CC1=O	-1.2	-26	89*	102	9	20	-1	-2	99	-33	94
Clc1ccc(Cl)c(Oc2ccc(Oc3nc(Cl)ccc3Cl)cc2)n1	0.0	.	14	104	12	9	-1	0	101	10	103
CC(C)[C@H](NC(=O)NC1CCN(Cc2ccccc2)CC1)C(=O)O	.	2	6	?	.	9	.	.	104	-15	105
COc1ccccc1NS(=O)(=O)c1ccccc1C#N	0.0	.	-7	95	11	8	0	0	100	-9	96
COc1ccc(C(=O)/C=C\N2CCOCC2)cc1	-2.5	.	1	101	21	13	-1	-1	101	-56	98
COc1ccc(C(=O)O)nc1C	.	.	16	?	.	7	.	.	103	36	97
CCOC(=O)C(NC(=O)c1ccccc1)(OCC1(CC)COC1)C(F)(F)F (stereo not given)	0.7	.	-6	100	12	5	1	6	101	-2	98
Cc1c(CC(=O)O)c(=O)oc2cc3oc4c(c3cc12)CCCC4	.	8	0	?	.	6	.	.	100	0	100
COCC(C)NC(=O)COc1ccc(Cl)cc1Cl (stereo not given)	0.0	.	1	100	14	23	-3	0	100	5	102
Cc1ccc(Cl)cc1Nc1nc(-c2sc(NC(=O)c3ccco3)nc2C)cs1	-0.2	.	18	106	26	15	-5	17	100	-7	102
Cc1cc(=O)n(C)c(=O)n1CCCCCCOc1ccc([N+](=O)[O-])cc1	1.4	.	19	102	13	12	-2	25	101	-4	102
CCOC(=O)C1CCCN(C(=O)CSc2ccccc2)C1 (stereo not given)	1.2	-2	1	99	13	6	-4	8	101	-18	102
O=C(CSc1ccccc1C(=O)O)Nc1cccc(C(=O)O)c1	-0.2	1	-16	103	45	12	1	-1	101	-51	104
Cc1cccc(NC(=O)C2CCCN(S(=O)(=O)c3cccc4nsnc34)C2)n1 (stereo not given)	0.4	-1	19	104	13	7	-1	0	102	5	105
CC(C)CN1C=C2C(=O)C(C)(OC(=O)C3CCCC3)C(=O)C=C2C=C1c1ccsc1 (stereo not given)	.	.	-11	?	.	9	.	.	96	-68	94
COc1ccc(CNC(=O)CSc2ccsc2[N+](=O)[O-])cc1	1.4	.	22	106	10	22	-1	8	101	-8	102
Cc1cc(N2CCN(C)CC2)nc2ccc(NC(=S)NCCCN3CCc4ccccc4C3)cc12	0.1	-16	15	?	19	10	-2	3	107	-47	109
COc1ccc(-c2nc(N)nc(C(F)(F)F)c2-c2cscn2)c(O)c1	.	-16	-22	?	.	7	.	.	101	-13	99
COc1ccc(CN2CCCCC2C(=O)Nc2ccc(OC)c(OC)c2)cc1OC (stereo not given)	-0.8	-9	-2	101	41	9	-5	6	103	-14	102
O=C(CCn1c(=O)sc2ccccc21)Nc1nccs1	1.1	-31	8	97	25	7	-1	14	98	-1	97
Cc1ccc(C2N(c3cccc(Cl)c3)C(=O)C3CCCN32)o1 (stereo not given)	-1.6	.	-2	94	18	3	0	-3	95	-22	94
CC(C)n1c(CNC(=O)c2ccccc2)nc2ccccc21	0.8	.	-1	99	26	8	-1	2	103	-4	99
COc1cccc(-n2cnc3sc(C)cc3c2=O)c1	1.1	2	9	95	12	11	-1	6	99	-7	92
O=C(COC(=O)[C@H](Cc1ccccc1)NC(=O)c1ccco1)NCc1ccccc1	0.3	-21	8	99	17	4	0	2	97	-32	101
COc1ccc(/C=C2\Cc3ccccc3C2=O)cc1OC	.	.	1	?	.	5	.	.	102	-27	102
O=C(O)COc1ccccc1/C=N/NC(=O)CSc1nc2ccccc2n1Cc1ccccc1Cl	.	14	22	?	.	4	.	.	100	8	98
O=C(c1cccs1)N1CCN(c2nnc(-c3ccccc3)c3ccccc23)CC1	2.9	5	2	102	16	12	-1	8	100	-1	102
COc1cccc(C(=O)Nc2ccc(NC(=O)C3CC3)cn2)c1	0.9	.	18	103	15	33	0	5	101	-11	103
COc1ccccc1C1C(C#N)=C(N)Oc2c1oc(CO)cc2=O (stereo not given)	-0.5	-4	-11	94	11	7	1	-1	82	-25	94
O=C1CC(c2ccccc2)n2nc(NC(=O)c3cccs3)nc2N1 (stereo not given)	-2.2	.	-13	96	26	7	0	-2	101	4	100
CC(Cc1ccccc1)NC(=O)/C=C/c1ccc([N+](=O)[O-])cc1 (stereo not given)	0.3	.	8	98	10	5	-4	18	97	-7	99
CN(C)c1ccc(C(=O)NNC(=O)Nc2ccccc2)cc1	0.7	5	5	?	19	8	-3	-1	100	-58	102
O=C1C2CC=C(Cl)CC2C(=O)N1CCc1ccccc1 (stereo not given)	0.1	.	37	100	52	9	0	1	100	-7	103
CCOC(=O)c1cc2c(ccn2C)n1CC(=O)N1C(C)CCCC1C (stereo not given)	0.3	18	3	97	11	9	0	0	99	-26	101
